# Screens deposited in PubChem by Fisher Drug Discovery Resource Center.
# mcGAS RapidFire: mouse cGAS inhibition by mass spec. Q8C6L5. recombinant mouse cGAS, cGAMP by RapidFire MS. inhibition, % at 12.5 µM. 130,000 tested, 0.18% active;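 active means inhibition of cGAS enzyme activity at or above 60%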;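 further: enzyme stimulated by 45 bp dsDNA with ATP and GTP substrates; cGAMP share of summed cGAMP plus half ATP and half GTP signals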
# Target sequence (Q8C6L5 whole entry, looked up): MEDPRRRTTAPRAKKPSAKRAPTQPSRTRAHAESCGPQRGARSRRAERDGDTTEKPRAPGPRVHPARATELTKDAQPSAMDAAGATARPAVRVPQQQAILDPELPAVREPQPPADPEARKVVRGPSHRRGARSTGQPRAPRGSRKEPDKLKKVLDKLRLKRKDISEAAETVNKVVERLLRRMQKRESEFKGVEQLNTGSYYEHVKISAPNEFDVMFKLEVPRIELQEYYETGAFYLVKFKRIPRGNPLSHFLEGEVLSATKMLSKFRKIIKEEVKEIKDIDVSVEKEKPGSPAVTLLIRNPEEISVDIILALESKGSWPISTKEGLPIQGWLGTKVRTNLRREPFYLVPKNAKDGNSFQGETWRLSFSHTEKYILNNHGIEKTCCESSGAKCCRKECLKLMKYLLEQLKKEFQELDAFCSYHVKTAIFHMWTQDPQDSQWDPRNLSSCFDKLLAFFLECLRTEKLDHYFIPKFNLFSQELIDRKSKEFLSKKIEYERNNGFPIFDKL
# Numbers without * were called inactive; & = joins results of further samples. The list is partial; rates above refer to the full screens.
# Start of the listing, in advance (18 entries):
SMILES,mcGAS RapidFire
CC(=O)Nc1ccc(OS(=O)(=O)N(C)C2CCCCC2)cc1,8.0
O=C(O)c1cccnc1Nc1cccc(F)c1,-6.5
Cc1cccc(N2CC(C(=O)N3CCN(C4CCCC4)CC3)CC2=O)c1 (centres undefined),-12.8
Cc1nc(-c2cccs2)sc1C(=O)O,-10.8
Cc1ccc(C)c(NC(=O)C(OC(=O)CC2CCS(=O)(=O)C2)c2ccccc2)c1 (centres undefined),-6.1
CCCCn1c(=O)[nH]c(=O)c2c1nc(COC(=O)C1CC1C)n2CC (centres undefined),-6.0
CCS(=O)(=O)Nc1ccc(-c2nc(CC3CCN(C)CC3)no2)cc1,-11.6
COc1ccccc1N1C(=O)c2ccccc2NC1C(OC)OC (centres undefined),-4.9
CCCN1CCC(NC(c2nccn2C)C(C)C)CC1 (centres undefined),-14.4
O=c1c2cc3c(=O)n(C4CC4)ccc3nc2ccn1-c1ccn[nH]1,8.0
CC(=O)Nc1cc(F)c(S(=O)(=O)N2CCC(C)CC2)cc1Cl,-3.3
OCCOc1ccccc1-c1nccn1CCc1cccc(F)c1,-33.2
Brc1ccc(CN2CCOc3cccnc32)s1,-8.0
COc1ccnc(N2CCC(C3CCCCCN3C(=O)c3ccccc3)CC2)n1 (centres undefined),-5.8
COc1cc(C2N=C(N)Nc3nc4ccccc4n32)cc(OC)c1OC (centres undefined),-5.4
Cc1cc(F)ccc1S(=O)(=O)N1CCCCC1CCNC(=O)C(=O)NCc1ccco1 (centres undefined),-6.4
Cc1cccc(-c2cn[nH]c2C2CCN(C(=O)CN)CC2)c1,-20.0
COc1cccc(C(=O)Nc2c3c(nn2-c2ccccc2C)CS(=O)C3)c1OC (centres undefined),7.7

# Results, from the first entry:
SMILES,mcGAS RapidFire
CC(=O)Nc1ccc(OS(=O)(=O)N(C)C2CCCCC2)cc1,8.0
O=C(O)c1cccnc1Nc1cccc(F)c1,-6.5
Cc1cccc(N2CC(C(=O)N3CCN(C4CCCC4)CC3)CC2=O)c1 (centres undefined),-12.8
Cc1nc(-c2cccs2)sc1C(=O)O,-10.8
Cc1ccc(C)c(NC(=O)C(OC(=O)CC2CCS(=O)(=O)C2)c2ccccc2)c1 (centres undefined),-6.1
CCCCn1c(=O)[nH]c(=O)c2c1nc(COC(=O)C1CC1C)n2CC (centres undefined),-6.0
CCS(=O)(=O)Nc1ccc(-c2nc(CC3CCN(C)CC3)no2)cc1,-11.6
COc1ccccc1N1C(=O)c2ccccc2NC1C(OC)OC (centres undefined),-4.9
CCCN1CCC(NC(c2nccn2C)C(C)C)CC1 (centres undefined),-14.4
O=c1c2cc3c(=O)n(C4CC4)ccc3nc2ccn1-c1ccn[nH]1,8.0
CC(=O)Nc1cc(F)c(S(=O)(=O)N2CCC(C)CC2)cc1Cl,-3.3
OCCOc1ccccc1-c1nccn1CCc1cccc(F)c1,-33.2
Brc1ccc(CN2CCOc3cccnc32)s1,-8.0
COc1ccnc(N2CCC(C3CCCCCN3C(=O)c3ccccc3)CC2)n1 (centres undefined),-5.8
COc1cc(C2N=C(N)Nc3nc4ccccc4n32)cc(OC)c1OC (centres undefined),-5.4
Cc1cc(F)ccc1S(=O)(=O)N1CCCCC1CCNC(=O)C(=O)NCc1ccco1 (centres undefined),-6.4
Cc1cccc(-c2cn[nH]c2C2CCN(C(=O)CN)CC2)c1,-20.0
COc1cccc(C(=O)Nc2c3c(nn2-c2ccccc2C)CS(=O)C3)c1OC (centres undefined),7.7
CCc1ccc(C(O)c2ncc(-c3ccccc3Cl)[nH]2)cc1 (centres undefined),-8.2
Cc1nc(-c2cccc(C(=O)N(CCN(C)C)Cc3ccc(C)s3)c2)no1,-13.3
Cc1nc2sc3c(NC4CCCCC4)ncnc3c2c2c1COC(C)(C)C2,2.5
COc1nn(C)cc1C(=O)N1CCC(C)CC1,-21.3
Cc1cc(C(F)(F)F)n2ncc(C(=O)N3C[C@@H]4[C@H](C3)[C@H]3CC[C@@H]4O3)c2n1,6.9
COC(=O)CC(NC(=O)C1CCN(C(=O)c2cccs2)CC1)c1cccs1 (centres undefined),-19.2
Cc1cccc2c(=O)c(-c3ccccc3)c(NC(=O)CC(C)C)oc12,0.1
# New compounds follow.
SMILES,mcGAS RapidFire
COc1ccccc1C(=O)n1nc(C)n(-c2ccc(C)cc2)c1=S,5.5
CC1=NN(C(=O)c2ccccc2)C(C)(NN(C)c2ccccc2)C1 (centres undefined),-32.8
Nc1nnc(SCc2cccc(I)c2)s1,-19.7
CCc1nccn1CCNC(=O)c1cc(Cn2cnc3ccccc32)[nH]n1,-7.7
C=CCN1C(=O)CNC12CCN(C(=O)C1CCC1)CC2,-0.5
CC1CCN(C(=O)N2CCN(S(=O)(=O)N3CCOCC3)CC2)CC1,-8.7
Cc1c(Nc2ncccc2C(=O)O)cccc1C(F)(F)F,0.7
CC(C)Cc1cc(C(=O)N2CCCC3(CCNCC3)CC2)nc(=O)[nH]1,-3.6
COc1ccc(C2CCCCCN2C(=O)CC2c3ccccc3C=CN2C(C)=O)cc1 (centres undefined),-1.6
c1coc(-c2nnc(SCc3cn4ccccc4n3)n2C2CCCCC2)c1,-8.2
Cc1cccc(CN2CCCC3(CCN(Cc4cccc5cnccc45)C3)C2)c1 (centres undefined),-5.9
CN(Cc1ccco1)C(=O)CN(CC(=O)N(C)Cc1ccco1)C1CCc2ncnn2C1 (centres undefined),-4.1
CC(SC1CCCC1)C(=O)N1c2ccccc2NC(=O)C1(C)C (centres undefined),-10.8
CCCOc1ccc(C(=O)CCC(=O)NC2CCS(=O)(=O)C2)cc1 (centres undefined),1.8
Cc1ccc(C)c(Nc2nc(NCCO)nc3nccnc23)c1,-9.4
CC12CCC(CC1=NN=Cc1ccccc1Cl)C2(C)C (centres undefined),-4.5
Cn1cc(-c2ccc(C(=O)N3CCCN(c4ncccn4)CC3)cn2)cn1,-6.8
O=C1CC(C(=O)OCCc2cccs2)c2ccccc2N1 (centres undefined),-2.8
Cn1cc(CCC(=O)N2CCCC(C(=O)Nc3cccc(-c4ccc(F)cc4)c3)C2)cn1 (centres undefined),-0.8
CN(Cc1ccccc1)C1CCCN(Cc2ccc(O)cc2)C1 (centres undefined),-6.2
CN(C)c1nnc(SCC(Cl)=CCl)s1,-12.3
Cc1cccn2c(=O)nc(SCc3ccc([N+](=O)[O-])cc3)nc12,-6.0
CCCn1ccnc1CN1CCc2[nH]cnc2C1Cc1ccccc1 (centres undefined),-15.0
CN(C)C(=O)C(NC(=O)Nc1ccc2c(c1)OCCCO2)c1ccccc1 (centres undefined),-5.8
N=C1c2ccccc2CN1c1cc(C(F)(F)F)ccc1Cl,-21.3
# Further results follow:
SMILES,mcGAS RapidFire
Cc1ccc2[nH]cc(-c3cc(N4CCN(C)CC4)nc(N)n3)c2c1,20.5
CCCCN(CC)C(=O)c1ccc(NS(=O)(=O)c2ccc(F)c(C)c2)cc1,1.2
CCS(=O)(=O)NCCN1CCCC1c1cccc(N(C)C)c1 (centres undefined),-5.5
O=C(Nc1c(F)cccc1Br)C1COc2ccccc21 (centres undefined),-18.1
FC(F)(F)c1ccc(Cl)c(NC(=S)NC2CC2)c1,-5.1
COc1ccccc1-c1ccc(NCC2(C)CCCO2)nn1 (centres undefined),-9.0
COC(=O)c1cc(Cl)ccc1OCC(=O)N1CCCC(C)C1 (centres undefined),-48.3
O=C1NC(=S)SC1=Cc1ccccc1OCc1ccccc1,-1.5
Cc1cc(-n2c(C)cc(C(=O)Cn3nc(C)c([N+](=O)[O-])c3C)c2C)no1,-9.4
COc1ccc(C)cc1NC(=O)Cn1nc2n(c1=O)CCCCC2,-6.8
CN(C(=O)c1ccnc(F)c1)C1CCN(c2ccccc2Cl)C1=O (centres undefined),-2.4
Cc1ccc(NC(=O)Cn2ccnc2S(C)(=O)=O)c(Cl)c1,-4.8
COCc1ccc(C(=O)Nc2cc(C(N)=O)ccc2N2CCCCC2C)o1 (centres undefined),-7.4
Cc1c(C(=O)N(C)Cc2ccc(F)cc2)sc(=O)n1CCN1CCCC1,-1.5
Cc1ccc(C(=O)NC(=O)CSc2n[nH]c(N)n2)cc1,5.1
CSCCC1CC(=O)Nc2c1c(C(C)C)nn2-c1ccccc1 (centres undefined),-4.4
Cc1ccccc1CN1CCC(CN(CC2CCCO2)C2CCSCC2)CC1 (centres undefined),-7.5
COc1ccc(-c2noc(-c3cc(OC)c(OC)c(OC)c3)n2)cc1,-5.2
CN(C(=O)Cn1cccn1)C1CCCN(CCc2ccccc2)C1 (centres undefined),-9.4
O=C(NC1CCSC1)c1cc(CN2CCC(Cc3ccccc3)CC2)on1 (centres undefined),-11.1
CN=c1scc(-c2cc3ccccc3o2)n1N=Cc1ccc(C#N)cc1,-5.9
CCOC(=O)c1c(NC(=O)CN2CCOCC2)sc(C)c1-c1ccc(C)cc1,0.2
O=C(Cn1nnc(-c2ccc(F)cc2)n1)N1CCN(c2ccc(Cl)cc2[N+](=O)[O-])CC1,-12.4
CCOc1ccc(CNC(=O)N2CCC3(CCOCC3)C2)cc1C,-12.1
Cn1cnnc1CNC(=O)Nc1ccc2nc(C(C)(C)C)sc2c1,-34.0
# Later entries.
SMILES,mcGAS RapidFire
CS(=O)(=O)Nc1ccc(O)c(Cl)c1,-4.6
O=C(CC1CCCC1)NCCN1C(=O)SC(=Cc2ccccc2)C1=O,-5.3
CC1CS(=O)(=O)CCN1N=Cc1ccc([N+](=O)[O-])o1 (centres undefined),-3.9
FC(F)(F)CCc1ccnc(NCc2ccccc2-n2ccnc2)n1,-2.7
Cc1cc(C)n2c(Br)c(CSc3nc4cc([N+](=O)[O-])ccc4s3)nc2n1,-9.6
Cc1ccnc(-n2c(SCC(=O)NC3CC3)nc3ccccc3c2=O)c1,1.7
CCN(Cc1cccs1)S(=O)(=O)c1ccc(C(=O)OC)cc1,0.3
O=C(CC1COCCN1)N1CCC(OCc2cccnc2)CC1 (centres undefined),-6.9
Cc1cnc(NS(=O)(=O)c2ccc(CCC(C)C)cc2)o1,1.2
COc1ccccc1-n1c(SCc2ccccc2C)nc2c(c1=O)SCC2,7.0
CCOC(=O)C1CNC(=S)NC1(C)O (centres undefined),0.4
CCN(Cc1noc(C)n1)C(=O)CCc1c[nH]c2ccccc12,-20.0
COc1ccc(CN2C(=O)N(Cc3ccccc3F)c3ccccc3S2(=O)=O)cc1,-5.2
CC(C)C(Sc1nncn1-c1ccccc1)C(=O)NCc1ccccc1 (centres undefined),-9.4
Cc1oc(C(C)C)cc1C(=O)N1CCN(C)C2(CCN(C)CC2)C1,-12.3
CN(C(=O)CCNC(=O)CC1C=CCC1)c1ccccc1 (centres undefined),-7.5
O=C1c2ccccc2C(=O)N1CCCCN(C(=O)c1ccc(Br)cc1)c1ccc(F)cc1F,-10.1
CCCNC(=O)c1ccc(Cl)cc1NC(=O)CCCn1cncn1,-9.8
CCCCc1ccc(S(=O)(=O)NC(=O)C2(C)CCN2C(=O)CCc2cccs2)cc1 (centres undefined),-9.5
Cc1nnc(SCCCn2cnc(-c3ccccc3)c2C2CCOC2)s1 (centres undefined),-25.5
C=CCOc1ccccc1C(=O)NCC1(N(C)C)CCCC1,-2.9
COC(=O)c1ccc(CSc2ncc(CO)n2CC(=O)NC2CC2)cc1,-6.9
CNC(=O)CC(C)N(C)C(=O)c1cc(Cl)c(C)c(Cl)c1 (centres undefined),-8.8
CSC(C)C(=O)NC1CCCN(c2cccc(F)c2)C1=O (centres undefined),-9.1
N#C/C(=C\c1ccccc1F)c1nc(N)nc(Nc2ccccc2)n1,-4.7
# Following part.
SMILES,mcGAS RapidFire
O=C(C1CC1)N1CCC(Cn2cc(-c3ccccn3)nn2)CC1,-6.3
COc1cc(-c2oc3cc(O)ccc3c(=O)c2O)ccc1O,-2.4
C=CCCC(=O)N(CCC)Cc1ccsc1,-0.9
CNC(=O)c1ccc(CNCc2ccc(SC)c(OC)c2)cc1,-3.8
CN1C[C@H](NC(=O)c2cccc(-n3cnnc3)c2)C[C@H]1CO,-19.4
COC(=O)Nc1ncc(CN2CCCC2)s1,-19.0
CCCc1nc(CS(=O)CC(=O)NCc2cccs2)cs1 (centres undefined),3.7
O=S(=O)(Nc1ccccc1Br)c1ccc(Br)s1,9.1
CCOC(=O)N1CCN(S(=O)(=O)c2ccc(Br)s2)CC1,-5.1
CCS(=O)(=O)c1cccc(NC(=O)C2CCn3ccnc3C2)c1 (centres undefined),-8.3
COCC(C)Nc1nc(-c2ccc(F)c(F)c2)c(C)s1 (centres undefined),1.8
Cc1ccccc1NC(=O)CCNC(=O)[C@H](N)c1ccccc1,-13.3
CN1CCN(C(=O)CC2C=CCC2)C2(CCCCC2)C1 (centres undefined),3.5
O=c1ccc(-c2ccc3ccccc3c2)nn1Cc1cccnc1,-8.9
Cc1cc(C)c2c3c(c(-c4ccccc4)n2n1)c(=O)n(C)c(=O)n3C,-15.6
CC1CC(C)CN(S(=O)(=O)N(C)C(C)c2ccccc2)C1 (centres undefined),-2.4
CNC(=O)c1cc(OC)ccc1NC(=O)c1cccc(C)c1C,-17.8
CCN1CCN(c2nc3c(c(=O)[nH]c(=O)n3C)n2Cc2ccc(C)cc2)CC1,-7.7
N#Cc1c(NC(=O)CCSc2ccc(S(=O)(=O)N3CCCCC3)cn2)sc2c1CCCC2,-3.0
O=C(Nc1nnc(Cc2cccc(F)c2)s1)N1CCCC1,-1.6
Cc1c(C(=O)NCC2CCOC2)nnn1-c1ccc(F)c(Cl)c1 (centres undefined),13.4
Nc1nc(Sc2nc(CN3CCCCC3)nc3sc4c(c23)CCCC4)n[nH]1,-8.5
CCOC(=O)c1c(NC(=O)Cn2nc(C)c([N+](=O)[O-])c2C)sc2c1CCC(C(C)(C)C)C2 (centres undefined),-1.2
Cc1noc(CN(CCO)C2CCCCC2)n1,1.9
O=C(CC1S/C(=N/N=C\c2ccccc2)NC1=O)Nc1cccc(Cl)c1Cl (centres undefined),-12.1
CNC(=O)CSc1nc2ccccc2c(=O)n1-c1cccc(Cl)c1,-13.3&-2.4
Cc1cc(C)cc(N(C)S(=O)(=O)c2cc(C)c(C(=O)O)s2)c1,-0.7
CC(=O)NC1(C(F)(F)F)C(=O)Nc2c1c(=O)[nH]c(=O)n2Cc1ccncc1 (centres undefined),-5.9
COC(=O)C(SCC(=O)Nc1ccccc1)(c1c(C)[nH]n(-c2ccccc2)c1=O)C(F)(F)F (centres undefined),1.4
COC(C(=O)Nc1ccnn1C1CCN(C(=O)c2cnn(C(C)C)c2)CC1)c1ccccc1 (centres undefined),-2.5
